ERp5 inh = inhibitors of human ERp5; AID 651711; ERp5 insulin aggregation, absorbance 650 nm, 90 min; Q15084; inhibition, % at 9.99 µM; actives 0.05% (n = 350,000);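 active = mean replicate inhibition above about 25%, with every replicate also reaching it, limit read from the data, passing the limit was not always enough; inconclusive = only one of those two criteria met; inactive = neither criterion met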
Target sequence (Q15084 whole entry, looked up): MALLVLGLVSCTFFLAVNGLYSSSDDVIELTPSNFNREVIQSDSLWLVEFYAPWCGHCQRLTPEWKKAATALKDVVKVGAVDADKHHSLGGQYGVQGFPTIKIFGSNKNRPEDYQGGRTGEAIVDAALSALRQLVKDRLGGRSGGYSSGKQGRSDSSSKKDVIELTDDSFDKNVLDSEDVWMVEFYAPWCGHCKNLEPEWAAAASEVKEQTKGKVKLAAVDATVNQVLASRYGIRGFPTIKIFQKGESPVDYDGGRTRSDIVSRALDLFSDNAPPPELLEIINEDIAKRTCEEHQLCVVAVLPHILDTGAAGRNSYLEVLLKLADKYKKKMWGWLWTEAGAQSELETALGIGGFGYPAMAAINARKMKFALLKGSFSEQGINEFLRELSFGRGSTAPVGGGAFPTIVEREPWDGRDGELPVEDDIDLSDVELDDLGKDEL
esBAF inh = blocks esBAF chromatin remodeling in mouse ES cells. Bmi1-luciferase knock-in reporter, 24 h; 100% = twice the neutral-well signal. reporter increase, % at 12.5 µM. actives 2% (n = 350,000); in the data active = activation above about 40%; inconclusive = no clear call, values can overlap the other calls;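 note: 0% = median of the plate's neutral control wells and 100% = double that signal; a rise in the Bmi1 reporter signal indicates esBAF inhibition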
miR-122 sensor = miR-122 inhibition in Huh7 cells; Huh7 miR-122 Renilla luciferase sensor, 48 h; neutral wells = 0, positive control = 100; activation (reporter increase), % at 12.5 µM; actives 0.3% (n = 340,000); AID 602342;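 active = mean replicate activation score at least 90 and every replicate individually at or above 90; inconclusive = only one of the two criteria met; inactive = neither criterion met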;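 note: higher luciferase means less miR-122 activity so hits act as miR-122 inhibitors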
ARNT-TACC3 inh = disrupts binding between human ARNT and TACC3. actives 0.66% (n = 390,000). inhibition, % at 9.99 µM. Q9Y6A5. AlphaScreen His-ARNT PAS-B/GST-TACC3 binding, luminescence; TACC3 fragment carries E629A point mutation. AID 623870;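 active = mean inhibition of replicates at least 50% and at least half of replicates each reaching 50%; inconclusive = half or more replicates reach 50% but mean below 50%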;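 note: 0% = complete ARNT plus TACC3 wells and 100% = ARNT alone without TACC3; many hits fall short of the cut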
SIRT5 block = sirtuin-5 (human) deacylase inhibition; Q9NXA8; inhibition, % at 15 µM; actives 1.1% (n = 330,000); Purified SirT5, succinyl-peptide AMC, trypsin-coupled fluorescence; in the data active = inhibition above about 15%; inconclusive = no clear call, values can overlap the other calls
Target sequence (Q9NXA8 whole entry, looked up): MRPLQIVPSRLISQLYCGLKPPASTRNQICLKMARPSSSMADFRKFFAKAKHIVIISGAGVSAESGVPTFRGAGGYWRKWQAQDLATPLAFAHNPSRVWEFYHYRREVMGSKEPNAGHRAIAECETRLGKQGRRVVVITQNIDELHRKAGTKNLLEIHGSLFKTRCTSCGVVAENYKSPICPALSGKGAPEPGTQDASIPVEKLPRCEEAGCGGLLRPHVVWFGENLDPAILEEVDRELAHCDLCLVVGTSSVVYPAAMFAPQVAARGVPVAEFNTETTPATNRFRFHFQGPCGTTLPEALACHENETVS
Cneo AK release = causes C. neoformans cell lysis | lysis activity, % at 15 µM | actives 0.2% (n = 360,000) | adenylate kinase release luminescence, 4 h; normalised: neutral wells 0, clomiphene wells 100;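 active = mean lysis activity across replicates of at least 80%, whatever share of replicates individually reach that level; inactive = mean lysis activity below 80%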
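Assay system: Cryptococcus neoformans yeast cells / Dosing: single-point compound dose / Timing: 4 h at 37 °C static, read 1 h later / Measured by: luminescence of released adenylate kinase using an AK detection reagent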
C2C12 statin = suppressors of simvastatin-induced myotoxicity in C2C12 myotubes | ATP luminescence, 48 h; scaled: DMSO 0, geranylgeraniol control 100 | rescue of ATP level, % at 7.49 µM | actives 0.78% (n = 330,000) | AID 602340;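 active = mean ATP rescue above about 67%, or every replicate alone reaching that limit, limit read from the data, passing the limit was not always enough; inconclusive = no clear call, values can overlap the other calls; inactive = mean under the limit and some replicate under it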;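 note: myotubes were challenged with 10 µM simvastatin during compound exposure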
An asterisk follows results filed as active; u = inconclusive; x = no result given; & = joins results of further samples; [ ] = dose if it differs, or a comment.

molecule	C2C12 statin	ERp5 inh	SIRT5 block	esBAF inh	ARNT-TACC3 inh	Cneo AK release	miR-122 sensor
Cc1ccc(S(=O)(=O)N(C)CCCC(=O)Nc2ccccn2)cc1	6	1	0	-6	-1	-2	3
O=C(COC(=O)Cn1nnc(-c2ccccc2)n1)Nc1cc(F)ccc1F	-5	-3	-2	-5	-7	-1	-10
OCC[C@@H]1C[C@H](O)[C@@H](O)[C@@]2(OCCCc3cc(Cl)ccc32)O1	-12	-1	-14	6	x	1	-3
COc1ccc(Sc2nc(-c3ccccc3)ncc2OC)cc1	x	1	-1	x	1	x	x
Cn1cnc(S(=O)(=O)N[C@H]2C=C[C@@H](CC(=O)Nc3ccccc3)O[C@@H]2CO)c1	6	2	-9	3	-3	-2	x
CCOC(=O)N1CCN(C(=O)CC(=O)Nc2ccc3nc4n(c(=O)c3c2)CCCCC4)CC1	-1	x	x	x	0	2	-7
CSCc1ccc(C(=O)NCC(c2cccs2)N2CCOCC2)cc1 (configuration not stated)	-17	1	2	7	-2	x	x
COc1ccc(S(=O)(=O)Nc2ccc3c(c2)C(=O)N([C@H](C)CO)C[C@@H](C)[C@@H](CN(C)C(=O)Nc2ccc(C(F)(F)F)cc2)O3)cc1	x	1	1	4	-3	4	-9[16.7 µM]
CC(=O)c1c(Nc2ccc3c(c2)OCCO3)oc(C)cc1=O	4	1	x	-53	9	-1	-11
O=C(O)c1ccc(/C=C/c2nc3sc4c(c3c(=O)[nH]2)CCC4)cc1	x	-2	-3	x	-2	x	x
CC(C)(C)c1nc2c(s1)CCc1onc(-c3ccc(Cl)cc3)c1-2	19	0	x	-6	0	-2	-4
C[N+](C)(C)CCOP(=O)([O-])OC[C@H](O)CO	2	0	-1	-8	0	-1	-1
CC(=O)N(C)C[C@@H]1OCc2ccccc2-c2ccccc2C(=O)N([C@@H](C)CO)C[C@@H]1C	x	12	-4	-5	1	0	x
O=C(NCc1ccncc1)c1cnccn1	2	x	x	2	-1	0	6
C[C@H]1CN([C@@H](C)CO)C(=O)c2ccccc2-c2ccccc2CO[C@H]1CN(C)S(C)(=O)=O	x	15	-4	-4	1	-3	x
COCCCNC(=O)CN1C(=O)c2cccc3cccc1c23	6	2	4	-2	2	2	x
CC(C)CCNC(=O)COc1ccc2c3c(c(=O)oc2c1)CCC3	4	x	x	-3	-8	6	-1
CC(=O)CC1(O)C(=O)Nc2ccccc21 (configuration not stated)	-3	3&0	2&-5	5	-2	2	1
COc1ccc(C)cc1NC(=O)CN(c1ccc(F)cc1)S(C)(=O)=O	9	x	x	3	4	1	6
CCNS(=O)(=O)c1ccc(CCC(=O)N2CCN(Cc3ccccc3)CC2)cc1	-8	0	4	-1	13	-1	-5

molecule	C2C12 statin	ERp5 inh	SIRT5 block	esBAF inh	ARNT-TACC3 inh	Cneo AK release	miR-122 sensor
Cc1ccc(O)c(C(=O)c2cnc(/N=C(\N)N(C)C)nc2)c1	-34	0	-2	7	-16	-1	1
COC(=O)C(Cc1c[nH]c2ccccc12)NC(=O)C1CC1 (configuration not stated)	6	5	-5	1	-3	0	-2
OC(COc1ccccc1)CN1CCCC1 (configuration not stated)	x	-1	-2	x	-6	x	x
COc1cccc(C2/C(=C(\O)c3ccc4c(c3)OCCO4)C(=O)C(=O)N2CCCN2CCOCC2)c1OC (configuration not stated)	1	x	x	5	1	-2	-6
Cc1cc(C)cc(NC(=O)Cn2ncn3c(cc4ccccc43)c2=O)c1	14	2	0	-4	-5	-1	7
CCN(CC)S(=O)(=O)c1ccc(S(=O)(=O)N2CCC(C(=O)NC3CCN(Cc4ccccc4)CC3)CC2)cc1	37	x	x	8	-2	0	-1
COc1ccc(NC(=S)NCc2cccnc2)cc1	x	-3	-2	x	-19	x	3
Cc1ccc(Cl)cc1NC(=O)c1cc(NC(=O)C2CCCCC2C(=O)O)ccc1N1CCOCC1 (configuration not stated)	7	2	0	-1	-4	-1	x
C[C@H](CO)N1C[C@H](C)[C@@H](CN(C)S(C)(=O)=O)Oc2ncc(C#CC3(O)CCCC3)cc2C1=O	x	2	6	3	-10	-5	-5[16.7 µM]
Cc1cccc(C)c1NC(=O)C1CCCN(CCCc2ccccc2)C1 (configuration not stated)	19	x	x	-5	6	0	-1
Cc1ccc2occ(/C=N/NC(=O)c3ccccc3C)c(=O)c2c1	-1	6	0	-7	-2	0	x
C[C@@H]1CN([C@@H](C)CO)C(=O)c2cc(-c3cncnc3)cnc2O[C@@H]1CN(C)C(=O)Cc1ccccc1	-33	0	2	-2	-2	-2	9[16.7 µM]
COc1cc2c(cc1OC)C(Nc1ccccc1)=NC(C)(C)C2	x	0	2	x	12	-5	-6
CCCCCCSc1cccc(-c2nc3ccccn3c2NCc2ccccc2)c1	-7	-6&1	-6	4	17	-5	-5
CN(C(=O)COC(=O)c1cc(S(=O)(=O)N2CCOCC2)c(Cl)cc1Cl)C1CCS(=O)(=O)C1 (configuration not stated)	-7	-5	0	9	0	0	-6
CC(C)(C)OC(=O)C[C@@H]1C/C=C\C[C@@H](CC(=O)N[C@@H](CO)Cc2ccccc2)C(=O)NC[C@@H](c2ccccc2)OC1=O	10	1	x	-2	8	2	x
Cc1cc(C)c2nc3nc(C)cc(C)c3c(N)c2c1	x	-6	-20	x	5	1	1
COc1ccc(Cl)cc1CC1(C)C(=O)Nc2ccc(S(=O)(=O)NC3CCCCC3)cc21 (configuration not stated)	u	-1	x	3	x	1	81
Cc1ccc(-c2n[nH]c3c2C(c2ccccc2)N(c2ccc(C(=O)O)cc2)C3=O)cc1 (configuration not stated)	-1	2	1	-3	3	-4	-5
COCC#Cc1ccc([C@H]2[C@@H](CO)N3CCCCN(C(=O)Nc4cc(F)ccc4F)C[C@H]23)cc1	-7	3	0	-4	9	1	-5[16.7 µM]

molecule	C2C12 statin	ERp5 inh	SIRT5 block	esBAF inh	ARNT-TACC3 inh	Cneo AK release	miR-122 sensor
CCC(=O)N1CCCCN2[C@H](CO)[C@@H](c3ccc(C#CCOC)cc3)[C@H]2C1	16	-5	3	-1	-1	1	6[16.7 µM]
CN(C)C(=O)c1ccc(-c2ccc3c(c2)[C@@H]2[C@@H](CCN2C(=O)c2ccccc2)[C@H](CO)N3)cc1	-10	0	13	3	-5	-9	-1[16.7 µM]
CCc1nnc(NC(=O)c2cc(S(=O)(=O)N3CCCCC3)ccc2C)s1	8	1	0	8	1	-1	-12
[N-]=[N+]=CC(=O)c1ccnc(C(=O)C=[N+]=[N-])c1	94*	x	x	-12	31	-1	-3
O=C(N/N=C/c1cn(Cc2cccc(F)c2)c2ccccc12)c1cc(O)cc(O)c1	x	-27	11	x	x	-3	x
COC(=O)c1ccc(COC(=O)[C@@H]2CC(O)CN2S(=O)(=O)c2ccccc2[N+](=O)[O-])cc1 (some centres not stated)	-14	-1	-3	-2	-38	-1	-16
C[C@H]1CN([C@@H](C)CO)C(=O)c2cc(C#CCc3ccccc3)cnc2O[C@@H]1CN(C)Cc1cccc(C(=O)O)c1	-23	-1	x	25	6	-4	-3[16.7 µM]
C[C@@H]1CN([C@H](C)CO)C(=O)c2cc(NS(=O)(=O)c3ccc(Cl)cc3)ccc2O[C@@H]1CN(C)Cc1ccccc1	-16	-13	7	0	0	1	-1[16.7 µM]
O=C(NC1CCCc2ccccc21)c1ccc([N+](=O)[O-])cc1 (configuration not stated)	2	3	7	-2	-4	-1	x
O=C(C[C@H]1CC[C@@H]2[C@H](COC[C@H](O)CN2C(=O)c2cccnc2)O1)NCc1ccccc1	4	4	-5	-4	0	-1	6[16.7 µM]
CCOC(=O)C1CCCN(C(=O)C2CCC(CNS(=O)(=O)c3ccc(NC(C)=O)cc3)CC2)C1 (configuration not stated)	-3	x	x	10	-7	x	-5
O=C1N/C(=N\c2ccccn2)SC1Cc1ccccc1Cl (configuration not stated)	2	-9	-4	6	-2	x	x
C=CCNC(=O)c1ccc([N+](=O)[O-])c(Cl)c1	x	3	-1	x	-5	x	x
CC(=O)OCC1OC(n2cc(F)c(=O)[nH]c2=O)C(OC(C)=O)C1OC(C)=O (configuration not stated)	-6	2	5	-4	1	3	-10
C[C@H]1CN([C@@H](C)CO)C(=O)c2cccc(N(C)C)c2O[C@@H]1CN(C)Cc1ccc2c(c1)OCO2	8	-3	4	-1	3	7	4[16.7 µM]
C/C=C/C(=O)OCC(=O)Nc1ccccc1Br	x	3	-6	x	7	x	x
CCOC(=O)N1CCN(C(=O)COCc2cc(-c3ccc4c(c3)OCO4)on2)CC1	-3	1	-2	2	-4	-2	-7
CCC(=O)N1CCCCN2[C@H](C1)[C@H](c1ccc(C#Cc3ccccc3)cc1)[C@@H]2CO	x	4	1	x	1	2	-1[16.7 µM]
C[C@@H]1CN([C@@H](C)CO)C(=O)c2cc(NC(=O)CCC(F)(F)F)ccc2O[C@@H](C)CCCCO[C@H]1CN(C)C(=O)c1ccccc1	x	0	-4	-2	-9	2	5[16.7 µM]
Cc1cccc(NC(=O)C2CCCN(c3ncnc4c3nc3n4CCCCC3)C2)n1 (configuration not stated)	-22	-13	-8	3	-9	-1	4

Four compounds out of the list above, arranged by their value in miR-122 sensor, rising:
structure	miR-122 sensor
O=C(COC(=O)Cn1nnc(-c2ccccc2)n1)Nc1cc(F)ccc1F	-10
CCOC(=O)N1CCN(C(=O)CC(=O)Nc2ccc3nc4n(c(=O)c3c2)CCCCC4)CC1	-7
Cc1ccc(-c2n[nH]c3c2C(c2ccccc2)N(c2ccc(C(=O)O)cc2)C3=O)cc1 (configuration not stated)	-5
COc1ccc(Cl)cc1CC1(C)C(=O)Nc2ccc(S(=O)(=O)NC3CCCCC3)cc21 (configuration not stated)	81

Continuation:
molecule	C2C12 statin	ERp5 inh	SIRT5 block	esBAF inh	ARNT-TACC3 inh	Cneo AK release	miR-122 sensor
CO[C@@H]1CN(C)C(=O)c2cc(NC(C)=O)ccc2OC[C@@H](C)N(Cc2cc(F)ccc2F)C[C@@H]1C	0	-4	1	-5	-1	1	2[16.7 µM]
CCOC(=O)C1=C(C)N[C@@]2(O)c3ccccc3C(=O)[C@@]12O	130*	x	x	-2	5	1	-1
CO[C@H]1CN(C)C(=O)c2ccc(NC(=O)Nc3c(C)noc3C)cc2OC[C@H](C)N(C)C[C@H]1C	7	11	3	-4	4	-1	-1[16.7 µM]
C[C@H](NC(=O)[C@H]1[C@H](CO)[C@H]2Cn3c(cccc3=O)[C@H]2N1CC1CC1)c1ccccc1	6	2	-1	5	-11	-2	1[16.7 µM]
Cc1ccc(S(=O)(=O)Nc2ccc3c(c2)CC(=O)N([C@@H](C)CO)C[C@H](C)[C@@H](CN(C)C(=O)Nc2ccc4c(c2)OCO4)O3)cc1	11	-1	-3	-2	-19	-3	6[16.7 µM]
CCC(=O)Nc1ccc2c(c1)OC[C@H](C)N(Cc1ccccn1)C[C@@H](C)[C@@H](OC)CN(C)C2=O	11	-1	4	-5	-6	-2	x
COc1ccc(OC)c(NC(=S)NCc2ccccc2OC)c1	-4	4	0	-6	-3	3	7
CCN(CCCNC(=O)c1[nH]c(C)c(C(C)=O)c1C)c1cccc(C)c1	12	x	x	7	0	-5	4
Cc1ccc(CON=C2CCN(c3ncc(C(F)(F)F)cc3Cl)CC2)cc1	x	x	x	x	-44	1	4
C[C@@H]1CN([C@@H](C)CO)C(=O)c2cc(NC(=O)Nc3ccccc3)ccc2O[C@H]1CN(C)C	-3	5	0	-1	x	-2	1[16.7 µM]
CC(NC(=O)c1ccc(=O)oc1)c1ccccc1 (configuration not stated)	x	x	x	-7	0	-1	-3
COc1ccc(S(=O)(=O)NCC(=O)Nc2ccc(F)cc2)cc1	13	1	0	-9	-13	1	-1

Record cards, as listed above. Screens in order: C2C12 statin | ERp5 inh | SIRT5 block | esBAF inh | ARNT-TACC3 inh | Cneo AK release | miR-122 sensor
CO[C@@H]1CN(C)C(=O)c2cc(NC(C)=O)ccc2OC[C@@H](C)N(Cc2cc(F)ccc2F)C[C@@H]1C is entered as 0 | -4 | 1 | -5 | -1 | 1 | 2[16.7 µM]
CCN(CCCNC(=O)c1[nH]c(C)c(C(C)=O)c1C)c1cccc(C)c1 is entered as 12 | x | x | 7 | 0 | -5 | 4
